Bioassay records (PubChem BioAssay)
GAA glycogen = GAA glycogen-cleavage inhibition or activation | recombinant GAA, glycogen substrate, Amplex Red glucose oxidase fluorescence | hit rate 0.38% among 300,000 | Potency, µM (top dose mostly 76.4 µM), without a hit: at the top dose activity change, negative = inhibition, usual class: inhibitors; active = well fitted inhibition curve with a large enough effect; inconclusive = small, poorly fitted or top-dose-only effect, or another doubt; inactive = no such curve, though single readings can be large or run the other way;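 also: 0% = full enzyme reaction and -100% = no-enzyme basal signal; the screen sought inhibitors and activators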
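Natural-substrate format: glycogen cleavage by 4 nM human enzyme, glucose read by Amplex Red coupling (Ex 573, Em 610 nm). Normalized to enzyme and no-enzyme controls.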
Starred values were filed as active, the others as inactive; ? = inconclusive; & = joins results of further samples; [ ] = remark or other dose. Potency is read from the fitted curve at half-maximal effect. The list is partial. The share of hits here may be higher or lower than overall.

compound | GAA glycogen
Cc1ccc(S(=O)(=O)NCCc2nnc3ccc(SCc4cccc(F)c4)nn23)cc1 | -3.9%[76.3 µM]
Cc1nnc(NC(=O)CSc2nnc(CCNC(=O)c3ccccc3F)n2C)s1 | -4.4%
CC(C)n1c(O)c(N=NC(=O)CNC(=O)c2cccnc2)c2ccccc21 | 1.6%[76.3 µM]
O=C(CC1CCCC1)N1CCCC(Nc2ccc(F)cc2)C1 (configuration not stated) | -4.3%[76.3 µM]
CC(=O)Nc1ccc(C(=O)Nc2ccc(S(=O)(=O)Nc3nccc(C)n3)cc2)cc1 | 12.8%[76.3 µM]
O=S(=O)(NCC(c1cccnc1)N1CCN(Cc2ccccc2)CC1)c1ccc(F)cc1 (configuration not stated) | -6.0%[76.3 µM]
CN1CCC(=NNC(=O)CN(c2cccc([N+](=O)[O-])c2)S(=O)(=O)c2ccccc2)CC1 | 4.8%
CN(CC(=O)Nc1ccc(Cl)c(C(F)(F)F)c1)C(=O)c1cccnc1Sc1ccccc1 | -5.3%[76.3 µM]
COCCN1CCN(C(=O)c2cc(COc3cc(C)ccc3C)on2)CC1 | -2.6%[76.3 µM]
COc1cc(NC(=O)c2cc([N+](=O)[O-])ccc2NC(=O)CNC2CCCCC2C)cc(OC)c1 (configuration not stated) | -8.4%
CC(=O)c1cccc(NC(=O)c2nc(-c3ccccc3)n(-c3cccc(C)c3)n2)c1 | 12.5%[76.3 µM]
COc1ccc(OCC(=O)Nc2c3c(nn2C(C)(C)C)CS(=O)(=O)C3)cc1 | 0.0%[76.3 µM]
COc1ccc(C(C(=O)NC2CCCCC2)N(CC2CCCO2)C(=O)CCCC(=O)Nc2ccccn2)cc1 (configuration not stated) | -7.0%[76.3 µM]
COc1ccc(NC(=S)NC(=O)Cc2ccccc2)cc1 | -16.9%[76.3 µM]
O=C(Cc1ccsc1)Nc1cc(F)ccc1F | -8.8%
COc1ccc2oc(=O)cc(-c3cc4cccc(OC)c4o3)c2c1 | -1.0%[76.3 µM]
CN(C)c1cccc(C(=O)N(Cc2ccccc2)Cc2ccccc2)c1 | -3.2%[76.3 µM]
COc1ccc(CCNC(=O)c2coc3ccccc3c2=O)cc1 | -18.7%[76.3 µM]
CCOc1cccc2sc(N(CCCN(C)C)C(=O)c3ccc(S(=O)(=O)N4CCc5ccccc5C4)cc3)nc12 | -9.3%[76.3 µM]
Cn1c(=O)c2c(nc(SCC(=O)N3CCOCC3)n2C)n(C)c1=O | 10.9%

Not a retest: entries from further up.
compound | GAA glycogen
CN(CC(=O)Nc1ccc(Cl)c(C(F)(F)F)c1)C(=O)c1cccnc1Sc1ccccc1 | -5.3%[76.3 µM]
COCCN1CCN(C(=O)c2cc(COc3cc(C)ccc3C)on2)CC1 | -2.6%[76.3 µM]
COc1cc(NC(=O)c2cc([N+](=O)[O-])ccc2NC(=O)CNC2CCCCC2C)cc(OC)c1 (configuration not stated) | -8.4%
CC(=O)c1cccc(NC(=O)c2nc(-c3ccccc3)n(-c3cccc(C)c3)n2)c1 | 12.5%[76.3 µM]
COc1ccc(OCC(=O)Nc2c3c(nn2C(C)(C)C)CS(=O)(=O)C3)cc1 | 0.0%[76.3 µM]
COc1ccc(C(C(=O)NC2CCCCC2)N(CC2CCCO2)C(=O)CCCC(=O)Nc2ccccn2)cc1 (configuration not stated) | -7.0%[76.3 µM]
COc1ccc(NC(=S)NC(=O)Cc2ccccc2)cc1 | -16.9%[76.3 µM]

Carrying on:
compound | GAA glycogen
COc1cc(CC(=O)N(C)CC(=O)Nc2ccc(Cl)c(C(F)(F)F)c2)cc(OC)c1OC | -0.4%[76.3 µM]
Cc1cccc(OCC(=O)N(Cc2ccco2)C2CCS(=O)(=O)C2)c1C (configuration not stated) | 21.9%[76.3 µM]
CCc1ccc(NC(=O)[C@H](C)NC(=O)C2CCN(C(=O)[C@@H](N)C(C)C)CC2)cc1 | 6.4%
COc1ccc(S(=O)(=O)NC(C)C(=O)Nc2ccccc2)cc1Cl (configuration not stated) | 0.4%[76.3 µM]
CCN(CC)CCCNC(=O)CCn1nc(-c2ccc(Cl)cc2)ccc1=O | -16.8%
O=C(CN(C(=O)CCC(=O)Nc1ccccn1)c1cccc(F)c1)NCc1ccco1 | -4.8%
CCc1ccc(NC(=O)c2sc3nc(C)nc(N4CCN(c5ccccn5)CC4)c3c2C)cc1 | -0.3%
COC(=O)c1ccsc1NC(=O)c1ccco1 | -7.3%[76.3 µM]
Cc1[nH]n(-c2ccccc2)c(=O)c1N=Nc1cccc([N+](=O)[O-])c1 | 8.5%[76.3 µM]
C=CCOn1c(=O)c(-c2ccc(OCC)cc2)[n+]([O-])c2ccccc21 | 1.8%
CCC1=Nc2cc(C(=O)NCCN3CCOCC3)ccc2Sc2ccccc21 | -0.5%[76.3 µM]
O=C(CCc1cn(Cc2ccccc2Cl)c2ccccc12)NC1CCCCC1 | -7.5%[76.3 µM]
COc1ccc(NC(=O)c2cc(S(=O)(=O)N3CCc4ccccc43)cn2C)cc1 | 14.3%[76.3 µM]
CC(=O)c1ccc(NS(=O)(=O)c2ccc3[nH]c4c(c3c2)CCCC4)cc1 | 3.9%[76.3 µM]
O=C(CC(c1ccccc1)c1cc(Br)ccc1O)NCCCN1CCOCC1 (configuration not stated) | -5.9%[76.3 µM]
CCC(CC)C(=O)Nc1nc2c(s1)CC(C)CC2 (configuration not stated) | 16.4%[76.3 µM]
O=C(CN(C(=O)CCC(=O)Nc1ccccn1)c1ccc(F)cc1)NCc1ccco1 | -15.0%
CCOC(=O)C1CCN(S(=O)(=O)c2ccc3c(c2)N(C(C)=O)CCO3)CC1 | 8.8%[76.3 µM]
Cc1ccccc1OC(C)C(=O)N1CCC(Cc2ccccc2)CC1 (configuration not stated) | 1.2%[76.3 µM]
COc1ccc(-c2noc(-c3ccc(N4CCCC4)c([N+](=O)[O-])c3)n2)cc1OC | 19.5%[76.3 µM]

Later entries.
compound | GAA glycogen
COc1ccc(CCNC(=O)C2CCC(=O)N2Cc2ccccc2Cl)cc1OC (configuration not stated) | 4.7%
Cc1c(NCc2ccncc2)cccc1C(=O)O | 1.8%[76.3 µM]
Cn1c(=O)n(CCO)c(=O)c2c1nc(Br)n2Cc1ccccc1 | -4.0%[76.3 µM]
COc1cccc2[nH]c3ccccc3c(=O)c12 | 5.0%[76.3 µM]
CC(=O)c1ccc(NS(=O)(=O)c2cc3c(cc2C)N(C(C)=O)CCO3)cc1 | -4.2%[76.3 µM]
O=C(c1ccco1)N1CCCC(c2nc3c(nnn3Cc3ccc(Cl)cc3Cl)c(=O)[nH]2)C1 (configuration not stated) | -8.0%[76.3 µM]
Cc1cccc(CS(=O)(=O)Cc2ccc(C(=O)NC3CCCCCC3)o2)c1 | -12.4%[76.3 µM]
Cc1cc(OCC(=O)NNC(=O)CCc2ccccc2)ccc1Br | -10.7%
CCOc1ccc2[nH]c3ncccc3c(=O)c2c1 | -19.1%
O=C(Nc1ccc(Cl)cc1)C1CCN(C(=O)c2ccco2)CC1 | 8.3%
O=C(C1CCN(S(=O)(=O)c2ccc(-n3cnnn3)cc2)CC1)N1CCCCC1 | 3.2%
CCOc1ccccc1N(CC(=O)NCCc1ccc(OC)c(OC)c1)S(=O)(=O)c1ccccc1 | -13.6%
CC(=O)c1cccc(NC(=O)C2C3CCC(C3)C2C(=O)O)c1 (configuration not stated) | 4.8%[76.3 µM]
Cc1c(C(=O)N2CCN(c3ccccc3)CC2)sc2nc3n(c(=O)c12)CCC3 | -3.1%&-9.4%[76.3 µM]
Cc1ccc(NCc2ccc([N+](=O)[O-])s2)cc1 | -22.1%[76.3 µM]
CCc1ccc2nc(N(CCCN(C)C)C(=O)c3ccc(S(=O)(=O)N(C)C4CCCCC4)cc3)sc2c1 | -7.3%[76.3 µM]
CC1CN(c2cnn(C(C)C)c(=O)c2Cl)CC(C)O1 (configuration not stated) | 3.3%
O=C(O)c1ccc(CN2C(=O)c3ccc(C(=O)O)cc3C2=O)cc1 | -3.1%
Cc1c(C(=O)N2CCN(c3ccc(F)cc3)CC2)sc2nc3n(c(=O)c12)CCC3 | 0.7%[76.3 µM]
CC(C)c1nnc(NC(=O)C2CCCN2C(=O)Nc2cccc(Cl)c2)s1 (configuration not stated) | 0.0%

Further results
compound | GAA glycogen
CC1CCN(S(=O)(=O)c2ccc(NC(=O)CN3CCCC3)cc2)CC1 | -8.3%
COc1ccc(N2CCN(C3CCCN(Cc4ccc(F)cc4Cl)C3)CC2)cc1 (configuration not stated) | -24.0%[76.3 µM]
CCn1nc(C)cc1-c1nnc(Sc2ncc([N+](=O)[O-])s2)n1C | -12.5%
Cc1ccc(S(=O)(=O)/N=C(/Nc2ccc([N+](=O)[O-])cc2)c2ccccc2)cc1 | -0.4%
CC(NC(=O)c1c(O)c2ccccc2[nH]c1=O)c1ccccc1 (configuration not stated) | 15.1%[76.3 µM]
Cc1ccccc1-c1nnc(SCC(=O)N(C)C2CCCCC2)o1 | 0.8%[76.3 µM]
Cc1ccc(CNC(=O)Cn2ccn(-c3cccc(Cl)c3)c(=O)c2=O)cc1 | -5.6%[76.3 µM]
COc1cccc(CNC(=O)c2ccccc2C(=O)NC(C)(C)C(=O)NCc2cccc(OC)c2)c1 | -18.3%[76.3 µM]
COc1ccccc1NS(=O)(=O)c1ccc(C)c(NS(=O)(=O)c2cc(C(=O)O)cc(C)c2C)c1 | 4.0%[76.3 µM]
C/C(=N\NC(=O)c1cccc(F)c1)c1ccc(NC(=O)Cc2ccccc2)cc1 | -5.2%[76.3 µM]
COc1ccc(C(=O)Nc2nc(-c3ccc(Br)cc3)ns2)cc1 | 3.1%[76.3 µM]
CCc1ccc(OCCSc2nc3ccccc3n2CC(=O)O)cc1 | -0.4%[76.3 µM]
O=C(CSc1nnc2c(n1)[nH]c1ccccc12)N1CCCCC1 | -0.3%
CCOC(=O)C1CN(S(=O)(=O)c2ccc(OC)cc2)c2cc(Cl)ccc2O1 (configuration not stated) | 1.2%
COc1ccc(OCc2cc(C(=O)N3CCCN(C(C)=O)CC3)no2)c(Cl)c1 | -11.7%[76.3 µM]
COc1ccc(S(=O)Cc2ccc(C(=O)N3CCN(c4cccc(C)c4C)CC3)o2)cc1 (configuration not stated) | -7.4%[76.3 µM]
CC1CCCC(C)N1S(=O)(=O)c1ccc(Cl)cc1 (configuration not stated) | 5.4%[76.3 µM]
CCOC(=O)C1CCN(C(=O)c2cc3c(=O)n4ccccc4nc3s2)CC1 | -4.0%[76.3 µM]
COc1cc([N+](=O)[O-])cc(/C=N/NC(=O)C(O)(c2ccccc2)c2ccccc2)c1O | 1.2%[76.3 µM]
COc1ccc(OC)c(NC(=O)Nc2cnccn2)c1 | -1.0%[76.3 µM]

(continued)
compound | GAA glycogen
Cc1ccc(O)c(NC(=O)c2ccccc2-c2ccccc2C(=O)O)c1 | ?
O=C(CC(=O)Nc1ccc(F)cc1)Nc1ccc(F)cc1 | 1.3%
Cc1onc(-c2ccccc2Cl)c1C(=O)N1CCCCCC1 | -2.9%[76.3 µM]
Cc1cc(C)c2cc(C#N)c(N3CCCN(C(=O)c4cnccn4)CC3)nc2c1 | 4.2%
CC(C)C(=O)Nc1nnc(CCc2ccccc2)s1 | -4.7%
CCCn1cc(S(=O)(=O)c2cccc(Cl)c2)c(=O)c2cc(F)c(N3CCN(CC)CC3)cc21 | -11.2%[76.3 µM]
COc1cccc(CN(C)Cc2c(O)ccc3ccccc23)c1 | 1.9%
O=C(CSc1cn[nH]n1)Nc1cccc(C(F)(F)F)c1 | -3.0%
O=c1c2ccccc2nc2oc3ccccc3n12 | -7.5%[76.3 µM]
CCN(C(=O)c1sc2nc3n(c(=O)c2c1C)CCCC3)c1ccccc1F | 10.1%[76.3 µM]
CC1(C)CC(=O)C=C(NCC(O)c2ccccc2)C1 (configuration not stated) | 3.4%[76.3 µM]
CCn1cc(C(=O)NCCO)c(=O)c2cc(F)c(N3CCN(C)CC3)cc21 | 1.7%
COc1cc(/C=C2/SC(=S)N(CCC(=O)Nc3ccc(C(=O)O)cc3)C2=O)cc(OC)c1OC | 1.1%[76.3 µM]
Cc1cc(=O)oc2c(C)c(OCC(=O)NCC3CCC(C(=O)O)CC3)ccc12 (configuration not stated) | 13.0%[76.3 µM]
CCCCN(CC)CCCNC(=O)c1cc2cc3ccc(C)cc3nc2o1 | -9.6%
Cc1c(C(=O)N(Cc2ccc(Cl)cc2)CC2CCCO2)oc2ccc(F)cc12 (configuration not stated) | -1.6%[76.3 µM]
COc1ccc(CNC(=O)N2CCc3ccccc3C2)cc1Cl | -1.5%
COc1ccccc1NC(=O)Cc1nnc(SCC(=O)NC2CCCCC2)n1C | -2.8%
Cc1ccccc1CSc1cn(CC(=O)N2CCCCCC2)c2ccccc12 | -4.2%[76.3 µM]
CCC(Oc1ccc(Br)cc1Cl)C(=O)Nc1nnc(C2CC2)s1 (configuration not stated) | -3.1%[76.3 µM]

(listing goes on)
compound | GAA glycogen
COc1ccc(OC)c(/C=N/NC(=O)c2ccncc2)c1 | -5.3%[76.3 µM]
O=C(CN(Cc1ccccc1)C(=O)c1csnn1)NCc1ccc2c(c1)OCO2 | -0.6%
COc1ccccc1/C=C/C(=O)NC(=S)Nc1ccccn1 | -5.6%[76.3 µM]
CCCN(CCC)S(=O)(=O)c1cc2c3c(c1)CCN3C(=O)CC2 | 4.0%[76.3 µM]
CC(C)=N/N=C1/NC(=O)C(Cc2ccccc2)S1 (configuration not stated) | -5.7%[76.3 µM]
CC(CC12CC3CC(CC(C3)C1)C2)NCc1ccccc1O (configuration not stated) | -9.8%[76.3 µM]
Cc1cccc(-c2oc3ccccc3c2C#CCCO)c1 | -12.4%[76.3 µM]
COc1ccc(S(=O)(=O)NCC2CCCO2)cc1NC(=O)c1ccccc1 (configuration not stated) | -15.6%[76.3 µM]
COc1ccc(-c2cc3cccc(OC)c3oc2=O)cc1 | 6.5%
